USP2a block = inhibitors of human ubiquitin-specific protease USP2a | USP2 core, Ub-CHOP2 coupled fluorogenic reporter, 485/531 | Potency, µM (highest dose often 38.3 µM), inactives show top-dose activity change, negative = inhibition, actives largely listed as inhibitors | hit rate 0.01% among 330,000;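 further: potency means the concentration at half of the fitted maximal effect; plate controls were DMSO wells for no effect and full inhibition by NEM control for full effect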
Target sequence (O75604 whole entry, looked up): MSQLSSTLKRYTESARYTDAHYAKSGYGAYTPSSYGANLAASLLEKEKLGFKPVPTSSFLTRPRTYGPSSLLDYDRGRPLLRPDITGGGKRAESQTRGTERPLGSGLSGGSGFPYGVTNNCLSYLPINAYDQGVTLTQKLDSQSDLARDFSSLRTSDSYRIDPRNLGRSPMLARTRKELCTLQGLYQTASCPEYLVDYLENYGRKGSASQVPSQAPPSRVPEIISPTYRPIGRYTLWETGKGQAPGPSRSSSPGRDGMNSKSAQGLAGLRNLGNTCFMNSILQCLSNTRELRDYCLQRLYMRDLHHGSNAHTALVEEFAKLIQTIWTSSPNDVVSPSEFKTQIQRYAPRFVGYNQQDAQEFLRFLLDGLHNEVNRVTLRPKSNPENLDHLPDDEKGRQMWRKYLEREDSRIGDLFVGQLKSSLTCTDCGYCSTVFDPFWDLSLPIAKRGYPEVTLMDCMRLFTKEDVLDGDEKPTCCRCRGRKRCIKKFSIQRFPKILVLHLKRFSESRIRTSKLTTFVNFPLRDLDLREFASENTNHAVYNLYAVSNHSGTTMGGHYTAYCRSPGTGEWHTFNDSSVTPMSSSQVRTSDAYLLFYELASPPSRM
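USP2 core (10nM final) preincubated 30min RT with compound in 20mM Tris-HCl pH 8.0, 2mM CaCl2, 2mM beta-mercaptoethanol, 0.05% CHAPS; 25nM Ub-CHOP2 plus 25nM reporter substrate added, fluorescence (Ex485/Em531) read after 60min.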
PKM2 act = activators of human pyruvate kinase M2; P14618; purified PKM2, Kinase-Glo ATP luminescence, activation; response scale: 0% is enzyme alone, no compound; Potency, µM (highest dose often 57.5 µM), inactives show top-dose activation, usual class: activators; hit rate 0.34% among 260,000; AID 1631; further: potency means the concentration at half of the fitted maximal effect; on the % scale 0 is the no-effect control and ±100 the full control effect; nearly all actives have a fitted effect of over 55% in size
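hPK-M2, >95% pure; 0.1 mM ADP / 0.5 mM PEP final; imidazole pH7.2 buffer w/ 7 mM MgCl2, 50 mM KCl; 1 h RT; Kinase-Glo lum. Intermediate enzyme activity for dual inhibitor/activator qHTS.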
TRPV1 agonist = activates the human vanilloid receptor TRPV1 | Q8NER1 | hit rate 0.19% among 320,000 | AID 540275 | TRPV1-expressing cells, Fluo-8 calcium influx, agonist mode | activation, % at 8.33 µM; in the data active means activation above about 80%; inconclusive means between about 30% and that limit; further: 0% is about no effect
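Fluo-8 calcium influx in TRPV1-expressing cells, kinetic read (ex 480/em 520 nm). Compound added and read 3 min for agonist activity, followed by capsaicin at EC20 final and 2 min further read for enhancement.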
CXXC DNA block = MLL CXXC-DNA interaction inhibition; Q03164; MLL-CXXC / FITC-HOXA9 DNA fluorescence polarization; Potency, µM (highest dose often 115 µM), for the others: at the highest dose activity change, negative = inhibition, hits mostly inhibitors; hit rate 0.037% among 290,000; active means well fitted inhibition curve with a large enough effect in the polarisation, with a control signal flat, not every such curve was filed as active; inconclusive means small, poorly fitted or top-dose-only effect, or effect the other way, or a change in a side signal; inactive means no such curve, though single readings can be large or run the other way; the % refers to the polarisation; further: potency means the concentration at half of the fitted maximal effect
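Purified MLL-CXXC (added from a 7 uM solution) was preincubated 5 min at ambient with pinned compounds in 50 mM Tris-HCl pH 7.5, 50 mM NaCl, 1 mM DTT, 0.05% BSA. Fluorescein-labeled HOX-A9 DNA (50 nM solution) followed, 30 min, then polarization read.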
GALK inh = inhibitors of human galactokinase; P51570; Purified GALK, Kinase-Glo residual ATP luminescence; Potency, µM (doses to about 57.5 µM), inactives show at the highest dose activity change, negative = inhibition, usual class: inhibitors; hit rate 0.007% among 270,000; AID 1868; further: potency means the concentration at half of the fitted maximal effect; on the % scale 0 is the no-effect control and ±100 the full control effect
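5 nM enzyme, 35 uM ATP, 100 uM galactose, 20 mM HEPES pH8.0, 5 mM MgCl2; 1 h RT; residual ATP by Kinase-Glo Plus luminescence, qHTS format.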
FBPA coupling cs = inhibits coupling enzyme system, counter-screen for aldolase hits; coupling enzyme system counterscreen, AmpLite Red fluorescence; activity change, negative = inhibition, % at 58.2 µM, hits read low; hit rate 0.67% among 290,000; in the data active means activity change below about -30%; further: on the % scale 0 is the no-effect control and ±100 the full control effect
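First, compound is pin-transferred into glyceraldehyde-3-phosphate coupling-enzyme reagent at 57.5 uM final and held 10 min at RT. Next, substrate, coupling system and AmpLite Red are added. After 20 min RT, fluorescence (525/598 nm) is read.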
Menin MLL FP TR = displaces Texas Red mutant MLL peptide from human menin; O00255; Menin + Texas Red MLL mutant peptide, fluorescence polarization; Potency, µM (doses to about 61.6 µM), for the others: at the highest dose FP activity change, negative = inhibition, hits mostly inhibitors; hit rate 0.23% among 270,000; active means well fitted inhibition curve with a large enough effect in the polarisation, with a control signal flat, not every such curve was filed as active; inconclusive means small, poorly fitted or top-dose-only effect, or effect the other way, or a change in a side signal; inactive means no such curve, though single readings can be large or run the other way; the % refers to the polarisation; further: potency means the concentration at half of the fitted maximal effect; % of control where 0% means no effect; many of its hits are not listed in these tables
B2AR arrestin = recruits beta-arrestin to the human beta2-adrenergic receptor. P07550. beta-arrestin recruitment to beta2AR, cell-based reporter. hit rate 0.02% among 330,000. AID 492947. Potency, µM (titrated, usually from 46.1 µM), for the others: top-dose activation, actives largely listed as activators;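 further: potency means the concentration at half of the fitted maximal effect; 0% = DMSO controls and full agonism = EC100 isoproterenol or metaproterenol; nearly all actives have a fitted effect of over 65% in size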
Target sequence (P07550 whole entry, looked up): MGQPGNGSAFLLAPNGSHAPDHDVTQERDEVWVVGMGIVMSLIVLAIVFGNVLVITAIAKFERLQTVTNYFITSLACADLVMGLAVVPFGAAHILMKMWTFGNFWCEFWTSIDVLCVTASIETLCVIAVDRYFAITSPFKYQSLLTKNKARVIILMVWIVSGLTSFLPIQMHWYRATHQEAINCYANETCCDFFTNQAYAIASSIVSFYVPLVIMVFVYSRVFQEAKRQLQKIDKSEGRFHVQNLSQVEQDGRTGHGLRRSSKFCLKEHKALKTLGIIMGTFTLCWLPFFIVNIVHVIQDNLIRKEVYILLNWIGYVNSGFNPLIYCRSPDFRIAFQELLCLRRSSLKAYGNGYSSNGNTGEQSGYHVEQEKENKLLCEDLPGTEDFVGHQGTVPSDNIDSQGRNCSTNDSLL
KCNH2 3.1 block = inhibitors of human KCNH2 3.1 potassium channel isoform; activity change, % (tested at about 1.8 µM); U2OS KCNH2 3.1, thallium flux FluxOr; active compounds read low; hit rate 0.95% among 340,000;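 active means maximum activity change below -70%; inconclusive means maximum activity change from -70% to -50%; inactive means maximum activity change above -50%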;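 further: thallium influx rate constant from kinetic fluorescence after stimulation buffer; on the % scale 0 is the no-effect control and ±100 the full control effect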
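Normalized rate constant (relative to positive and negative DMSO controls) derived from a 2 min kinetic fluorescence read after stimulation; U2OS cells expressing the 3.1 isoform via virus at 1.77 x 10^8 /mL.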
Giardia kill = Giardia lamblia killing | Giardia lamblia trophozoite viability | activity change, % at 7.66 µM, hits read low | hit rate 0.15% among 340,000 | AID 540267; in the data active means activity change below about -80%; inconclusive means between about -30% and that limit;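 further: parasites exposed to compound for two days anaerobically before the ATP read; on the % scale 0 is the no-effect control and ±100 the full control effect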
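Killing of trophozoites was scored by loss of ATP luminescence after a 48 hrs anaerobic exposure to compounds at 37 deg C, using 100 cells per well.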
KCNH2 WT inh = KCNH2 (human, wildtype) channel inhibition; U2OS, BacMam KCNH2, thallium flux FluxOr; active compounds read low; activity change, % at 1.84 µM; Q12809; hit rate 0.37% among 340,000; AID 720551;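 active means maximum activity change below -70%; inconclusive means maximum activity change between -70% and -50%; inactive means maximum activity change above -50%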; further: on the % scale 0 is the no-effect control and ±100 the full control effect
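U2OS cells were transduced with wild-type KCNH2 virus (2.03 x 10^8 / mL) for 4 h at room temperature, then cultured overnight at 37 C. Thallium flux was read with FluxOr dye. Rate constants were normalized to DMSO controls.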
An asterisk follows results filed as active; ? = inconclusive; / = not tested or not shown; [ ] = another dose, or the depositor's remark. Unless noted, the call rests on the fitted dose curve; in most records, active means well fitted curve in the direction sought with a large enough effect; inconclusive means small, poorly fitted or top-dose-only effect, or another doubt; inactive means no such curve, though single readings can be large; an effect the other way counts as inactive or inconclusive.

SMILES	USP2a block	PKM2 act	TRPV1 agonist	CXXC DNA block	GALK inh	FBPA coupling cs	Menin MLL FP TR	B2AR arrestin	KCNH2 3.1 block	Giardia kill	KCNH2 WT inh
CN(CC(=O)Nc1cccc(F)c1)C(=O)CC1CCCCC1	4%	/	9	/	/	/	/	-0.1%	-9	-4	3
CCc1cccc(NC(=O)CCCSc2nc3ccccc3[nH]2)c1	-2%	-1%	?	5%	1%	-9	2%	-0.9%	-30	?	-6
O=C1c2oc3ccccc3c(=O)c2C(c2cccc(Br)c2)N1Cc1ccco1 (stereo unspecified)	4%	20µM*	2	-4%	1%	6	12%	-0.1%	-1	1	12
CCC1CCCCN1CCCNC(=O)CCCOc1cc(=O)n(C)c2ccccc12 (stereo unspecified)	-5%	0%	0	2%	-2%	-1	-17%	-0.2%	-5	-17	1
Cc1cnc([N+](=O)[O-])n1CCOC(=O)NC(=O)c1cccc(F)c1	7%	-2%	10	4%	2%	-1	1%	0.3%	-3	?	-1
CC(=O)c1ccc(-c2ccc(C(=O)NC3CCCCCC3)o2)cc1	-6%	4%	17	4%	10%	-5	3%	0.4%	-7	-8	-3
Cc1ccc(C(=O)NNC(=S)NC(=O)c2ccco2)cc1	4%	-1%	4	?	-2%	0	18%	-0.4%	7	12	-4
CC/C(=N\NS(=O)(=O)c1ccc(C)cc1)c1ccco1	1%	/	-2	-1%	3%	-1	-1%	0.2%	-6	1	3
Cc1ccc(SCc2nnc(NC(=O)c3ccccc3)s2)cc1	-8%	-3%	-1	22%	0%	1	-3%	-0.1%	-9	5	-32
O=C(Nc1cc2c3c(c1)CC(=O)N3CCC2)c1c(F)cccc1F	1%	/	-6	/	/	/	/	0.2%	-3	9	0
FC(F)(F)c1nc2ncc(Cl)cc2[nH]1	5%	1%	2	-1%	-5%	-3	2%	0.0%	-13	-6	10
O=C(c1ccco1)N1CCN(Cc2c(F)cccc2Cl)CC1	2%	1%	2	-3%	-1%	-1	-1%	0.0%	11	22	-17
O=[N+]([O-])c1ccc(NC(=S)NCCc2ccc(F)cc2)cc1	7%	-5%	?	3%	0%	-1	?	-1.2%	-7	3	-2
CCCNC(=O)NC(C)C12CC3CC(CC(C3)C1)C2 (stereo unspecified)	0%	7%	-4	12%	0%	1	?	-1.7%	-1	9	9
COCCN(CCOC)c1nc(-c2ccc(C)cc2)nc2ccccc12	0%	0%	22	-5%	1%	-2	-2%	-2.0%	-36	-26	12
Cn1c(C(=O)OC(C(=O)NC2CCCCC2)c2ccncc2)cc2sccc21 (stereo unspecified)	-1%	0%	14	-1%	3%	3	-3%	-0.6%	-12	-1	-7
COc1cccc(C(c2c(C)[nH]n(-c3ccccc3)c2=O)c2c(C)[nH]n(-c3ccccc3)c2=O)c1OC	0%	12%	1	9%	2%	-2	?	-0.3%	-1	18	-2
O=C(CCCSc1nc2ccccc2[nH]1)N1CCN(c2ccccc2)CC1	1%	0%	3	6%	3%	2	-4%	-1.6%	9	-4	10
Cc1ccc(COc2ccc(S(=O)(=O)N3CCCC3)cc2C(N)=O)cc1	0%	-7%	0	2%	3%	6	?	-0.6%	15	-15	13
Cc1ccc(C(O)CN2C3=NCCN3c3ccccc32)cc1 (stereo unspecified)	1%	-4%	8	-1%	1%	0	-10%	-1.2%	-8	3	33
CCOC(=O)C1=C(C)NC2=C(C(=O)CCC2)C1c1coc2ccccc2c1=O (stereo unspecified)	2%	-2%	8	0%	-2%	0	0%	-0.1%	-1	9	8
Fc1ccccc1CNC(=S)Nc1ccc(Cl)cc1	2%	?	?	3%	0%	0	38%[activator]	-0.1%	-4	-9	3
O=[N+]([O-])c1ccc(N2CCc3ccccc3C2)nc1	0%	14%	11	14%	0%	-4	1%	0.1%	-11	-13	-4
CC(=O)N(c1ccccc1)C1SC(=O)N(c2ccccc2)C1=O (stereo unspecified)	-1%	0.56µM*	0	34%[activator]	6%	3	0%	-0.3%	-7	3	1
CCc1cccc2c(C(=O)COC(=O)C3=NNC(=O)CC3)c[nH]c12	0%	-4%	0	-3%	-1%	0	-10%	-0.5%	-19	3	18
SMILES	USP2a block	PKM2 act	TRPV1 agonist	CXXC DNA block	GALK inh	FBPA coupling cs	Menin MLL FP TR	B2AR arrestin	KCNH2 3.1 block	Giardia kill	KCNH2 WT inh
COc1c(C)cc(C(=O)C2CCCN(C(=O)c3ccc4[nH]ccc4c3)C2)cc1C (stereo unspecified)	4%	3%	4	-2%	7%	2	9%	3.1%	6	6	1
CN(CCc1cnn(C)c1)Cc1cn(C)nc1-c1ccccc1F	2%	-7%	0	-1%	5%	-1	13%	0.3%	5	35[activator]	-2
COc1ccc(/C=C/C(=O)OCC(=O)Nc2cccc(S(=O)(=O)NC3=NCCCCC3)c2)cc1	1%	/	/	/	/	/	/	-0.1%	17	16	-3
CSc1ccccc1NC(=S)NC1CCCCC1	-2%	3%	21	-16%	-7%	0	1%	0.0%	5	-10	-11
O=C(CN1CCN(Cc2ccccc2)CC1)NCCNc1ccc([N+](=O)[O-])cn1	0%	/	22	-9%	0%	0	10%	0.0%	-9	5	1
NC(N)=NCCCC(NC(=O)c1ccccc1)C(=O)Nc1ccc2ccccc2c1 (stereo unspecified)	-1%	/	4	/	/	/	/	-0.1%	25	-1	12
CCOc1ccc2oc(C(=O)NCC(C)(C)CN(C)C)c(C)c2c1	0%	1%	1	21%	-1%	0	-12%	0.4%	4	-13	13
COc1ccc(Cn2c(-c3ccc(C)cc3)nc3c(c(=O)c4ccccc4n3C)c2=O)cc1	3%	-3%	-6	2%	-1%	0	-11%	-1.2%	-7	-22	4
O=C(CN1C(=O)c2ccccc2S1(=O)=O)NCc1ccco1	1%	2%	2	2%	12%	1	3%	-0.1%	0	4	3
Cc1ccc(-n2c(SCC(=O)OC(C)C)nnc2-c2cnccn2)cc1	-1%	1%	13	9%	9%	1	-12%	-0.8%	-1	-17	4
COc1ccc2c(c1)cc(C(=O)N[C@@H](Cc1ccccc1)C(=O)N[C@@H](C)C(=O)O)n2C	3%	/	1	2%	2%	3	5%	-0.3%	6	-29	1
CCCCC(=O)Nc1cccc(-c2csc(-c3ccccc3)n2)c1	-2%	-7%	?	21%	1%	4	10%	-0.6%	/	3	-9
C=CCn1c(C)cc(C(=O)CN2C(=O)c3ccccc3C2=O)c1C	0%	1%	9	?	-1%	0	11%	0.3%	5	-21	-11
COc1cc(CN2CC(=O)N(c3ccc(C)cc3)C2=S)cc(OC)c1OC	4%	3%	0	0%	-1%	7	9%	-0.6%	-9	6	2
CCCNC(=O)c1ccccc1NC(=O)c1ccccc1SC	1%	4%	16	0%	-1%	1	8%	-0.2%	-4	8	0
COc1ccc(OCC(=O)NCCc2c[nH]c3ccccc23)cc1	0%	-7%	0	-6%	10%	2	16%	0.4%	20	-6	17
CN1C(=O)NC(c2cccc(O)c2)C(C(=O)c2cccs2)C1(O)C(F)(F)F (stereo unspecified)	1%	2%	-2	12%	-1%	0	-3%	-0.9%	10	-2	8
CN(C)CCCC(C)(O)C(C)(C)c1ccccc1 (stereo unspecified)	2%	-7%	-1	6%	1%	4	20%	-0.1%	20	-6	4
CCc1cccc(CC)c1NC(=S)NCC(c1cccnc1)N(C)C (stereo unspecified)	-1%	-4%	2	16%	7%	1	6%	0.1%	4	12	1
COc1ccc(Cl)cc1NC(=S)N1CCC(c2ccc(C)cc2)C1 (stereo unspecified)	2%	2%	0	0%	-1%	-1	-4%	0.2%	-9	0	1
CC(C)Cn1c(CN(Cc2ccccc2)Cc2ccccc2)nc2c1c(=O)n(C)c(=O)n2C	3%	0%	9	-4%	-1%	7	0%	-0.3%	-2	-6	3
Nc1n[nH]c2cc(=O)n(-c3cccc(C(F)(F)F)c3)nc12	1%	0%	2	-27%	1%	-2	1%	0.1%	-6	-20	/
CCCCn1c(N)c(N(CCOC)C(=O)CCCc2nc3ccccc3s2)c(=O)[nH]c1=O	1%	/	-4	/	/	/	/	-0.3%	11	10	-10

Among those listed so far, 3 have a CF3 group.
SMILES	USP2a block	PKM2 act	TRPV1 agonist	CXXC DNA block	GALK inh	FBPA coupling cs	Menin MLL FP TR	B2AR arrestin	KCNH2 3.1 block	Giardia kill	KCNH2 WT inh
FC(F)(F)c1nc2ncc(Cl)cc2[nH]1	5%	1%	2	-1%	-5%	-3	2%	0.0%	-13	-6	10
CN1C(=O)NC(c2cccc(O)c2)C(C(=O)c2cccs2)C1(O)C(F)(F)F (stereo unspecified)	1%	2%	-2	12%	-1%	0	-3%	-0.9%	10	-2	8
Nc1n[nH]c2cc(=O)n(-c3cccc(C(F)(F)F)c3)nc12	1%	0%	2	-27%	1%	-2	1%	0.1%	-6	-20	/

Bioassay records as filed in PubChem BioAssay.

A portion of the library; count on the stated rates, not on these rows.
